Screening results (PubChem)
NR2E3 ag-1 – activates human photoreceptor nuclear receptor NR2E3 | AID 2300 | inhibition of corepressor binding, % at 4.78 µM | hit rate 0.12% among 320,000 | GST-NR2E3/biotin-RetCOR TR-FRET, 1536-well;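 active = percent inhibition above the cutoff of mean plus 3 SD of all tested compounds, set per screening campaign, cut at about 20% in these data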;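 note: 0% = DMSO wells and 100% = biotin wells as full block of FRET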
Target sequence (Q9Y5X4 whole entry, looked up): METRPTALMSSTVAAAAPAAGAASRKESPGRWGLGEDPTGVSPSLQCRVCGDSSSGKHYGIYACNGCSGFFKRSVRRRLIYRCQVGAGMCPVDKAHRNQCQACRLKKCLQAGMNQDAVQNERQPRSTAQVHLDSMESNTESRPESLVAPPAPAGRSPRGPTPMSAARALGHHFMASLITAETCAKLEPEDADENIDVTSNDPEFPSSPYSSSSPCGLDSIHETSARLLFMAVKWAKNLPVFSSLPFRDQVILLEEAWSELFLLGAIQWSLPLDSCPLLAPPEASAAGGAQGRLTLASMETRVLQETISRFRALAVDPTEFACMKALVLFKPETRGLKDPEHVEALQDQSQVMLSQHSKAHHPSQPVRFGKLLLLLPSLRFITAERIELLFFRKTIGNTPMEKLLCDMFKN
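Assay system: NR2E3–RetCOR corepressor complex. Quantity: 1.35 nM GST-NR2E3. Buffer or medium: pH 7.5 Tris-based buffer. Reagent: biotinylated RetCOR corepressor at 7 nM final. Schedule: 5 h at 4 °C. Detection: TR-FRET, emission read at 617 and 671 nm. Replicates: one well per compound, singlicate testing.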
aDG glyco up – alpha-DG glycosylation activation; Pro5-aDG cells, alpha-DG glycosylation AlphaScreen (IIH6); 0% Pro5, 100% B10-LARGE cell signal; activation, % at 10 µM; AID 624168; hit rate 0.22% among 360,000;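 active = activation of at least 8% versus controls, or a plate z-score of at least 8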;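 note: Pro5 are CHO cells carrying HIG-tagged alpha-DG that lacks glycosylation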
NR2E3 ag-2 – human photoreceptor-specific nuclear receptor agonism | Q9Y5X4 | CHO-S Gal4-NCOR/VP16-NR2E3 two-hybrid, luciferase | inhibition of corepressor binding, % at 3.98 µM | hit rate 0.35% among 360,000 | AID 602229;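 active = inhibition above the mean of all tested compounds plus 3 SD, cut at about 70% in these data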;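 note: 0% = DMSO with NR2E3 transfected cells and 100% = cells lacking NR2E3 construct; higher means lower luciferase signal from less NR2E3 corepressor binding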
HIF-2a inh – blocks HIF-2a reporter activity. 786-0 RCC cells HIF-2a reporter, luciferase luminescence, overnight. inhibition, % at 18.8 µM. hit rate 0.72% among 360,000. AID 624352;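 active = inhibition of the luminescence signal of 40% or more relative to plate controls, in a single-dose primary screen at 18.75 µM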
Peg3 prom inh – inhibitors of Peg3 promoter. inhibition, % at 20 µM. HeLa PEG-Prom luciferase reporter, luminescence, overnight. hit rate 1.7% among 360,000;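 active = inhibition of at least 50% at 20 µM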
TWEAK-Fn14 inh – blocks TWEAK-Fn14 interaction in a reporter cell assay; TWEAK-stimulated Fn14 reporter cells, luciferase luminescence, 8 h; inhibition, % at 10 µM; hit rate 2% among 360,000; in the data active = inhibition above about 50%
CF NFkB block – inhibitors of cystic fibrosis induced NF-kB. KKLEB NF-kB-GFP reporter, PAF-induced, GFP fluorescence overnight. hit rate 0.86% among 360,000. AID 588850. inhibition, % at 5 µM;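 active = at least 50% inhibition at 5 µM, scaled per plate between neutral and stimulator controls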;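 note: PAF is a Pseudomonas aeruginosa culture filtrate used as stimulus; plate controls were PAF-stimulated DMSO wells for no effect and unstimulated DMSO wells for full effect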
KKLEB cytotox – counter-screen for CF NF-kB inhibitors: cytotoxicity; hit rate 0.36% among 360,000; AID 602141; activity change (cytotoxicity), % at 5 µM; KKLEB CF airway cells viability, ATPlite luminescence, overnight; hits give low values; cells stimulated with P. aeruginosa culture filtrate;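 active = corrected activity change at or below -50% at 5 µM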
Shn3 3UTR inh – inhibitors of Schnurri-3 3'UTR reporter in osteoblasts. Clone20 osteoblast Shn3 3'UTR firefly luciferase, 24 h. inhibition, % at 12.5 µM. hit rate 0.52% among 360,000. AID 588674;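 active = mean inhibition of at least 75% with every replicate also reaching 75%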;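 note: 0% = median of neutral control wells and 100% = pilot-screen positive control compound; some compounds past the cut are filed as inactive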
TRPM1 prom inh – MITF TRPM1 promoter inhibition in SK-MEL-5 cells; SK-MEL-5 TRPM1 promoter luciferase, 24 h; inhibition, % at 12.5 µM; hit rate 0.83% among 330,000; AID 488899;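 active = mean inhibition across replicates of 60% or more, whatever share of single replicates reaches that level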; note: values of inactives mirror those of a sister screen read the other way
iPSC survival up – increases survival of single human iPS cells; survival enhancement, % at 20 µM; hiPSC single-cell survival, ATPlite luminescence; 100% = ROCK inhibitor wells, 0% = DMSO; hit rate 0.044% among 360,000; in the data active = survival enhancement above about 18%;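 note: cells exposed to compounds for 16 hours before the ATP read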
* hit, by the source's call; . = no result given.

SMILES	NR2E3 ag-1	aDG glyco up	NR2E3 ag-2	HIF-2a inh	Peg3 prom inh	TWEAK-Fn14 inh	CF NFkB block	KKLEB cytotox	Shn3 3UTR inh	TRPM1 prom inh	iPSC survival up
COC(=O)CNC(=O)CNC(=O)Nc1ccccc1Cl	-2	0.1	-11	4	-4	-12	-3	-3	13	8	0.1
Cc1ccccc1-c1nc(CS(=O)(=O)CC(=O)N2CCCCC2)c(C)o1	-2	-0.2	12	9	-9	24	-7	-1	1	-2	1.2
Cn1c(=O)n(Cc2ccccc2Cl)c2ccccc21	0	0.3	-29	17	30	-61	-6	-2	-11	1	1.3
COc1ccc(S(=O)(=O)/N=C2/NC(=O)/C(=C\c3cc(OC)c(OC)cc3[N+](=O)[O-])S2)cc1	3	-0.1	3	3	-1	-16	6	3	9	5	4.1
COC(=O)c1ccc(NC(=O)c2cccc(N3C(=O)C4C5C=CC(C6CC56)C4C3=O)c2)cc1 (stereo not given)	-3	4.0	-35	11	50	85*	-33	27	59	43	0.5
CCOC(=O)N1CCN(C(=O)CS(=O)(=O)c2cn(Cc3ccccc3C)c3ccccc23)CC1	3	0.1	-12	13	28	15	3	2	4	-14	0.9
O=C(O)CC(NNC(=O)c1ccccc1)C(=O)Nc1cccc([N+](=O)[O-])c1 (stereo not given)	1	0.0	22	0	10	8	-3	9	9	-2	0.8
CCc1cccc(NC(=O)CCCn2c(=O)[nH]c3ccsc3c2=O)c1	5	-0.1	-2	15	7	-1	5	4	8	2	0.8
O=C(Oc1ccc(Br)cc1C(=S)N1CCCC1)c1ccccc1F	8	0.0	8	13	24	14	9	2	-13	-4	3.6
NC(=O)c1ccc(NC(=O)COC(=O)CNC(=O)c2sc3ccccc3c2Cl)cc1	3	0.0	-9	-9	-36	3	23	-23	-9	-2	2.4
O=C(CNC(=O)Cc1ccccc1)NCC(=O)OCc1ccc(C(=O)c2ccccc2)cc1	2	0.0	-10	-18	-21	-7	10	-2	-6	3	3.1
Cn1c(=O)c2c(nc(Br)n2C/C=N/NC(N)=S)n(C)c1=O	2	0.5	20	11	11	13	-11	-2	11	.	-0.6
COc1ccc(S(=O)(=O)N2CCCOC2CNC(=O)C(=O)NCCCN2CCOCC2)cc1 (stereo not given)	1	0.4	11	9	6	-2	-14	13	1	-9	-0.4
O=C(O)c1ccccc1-c1nc2ccccc2n1-c1ccccc1	-5	-0.1	-10	23	-3	-2	3	-2	-13	14	-0.4
Cc1cc(C)nc(N2CCC(C(=O)NC3CCCc4ccccc43)CC2)n1 (stereo not given)	0	0.2	-3	6	1	8	-5	-3	7	-7	-0.8
Cc1ccc(S(=O)(=O)c2c(C)nn(C(C)(C)C)c2OC(=O)C(C)(C)C)cc1	-1	-0.3	-29	12	21	14	3	4	49	-16	0.2
O=C(NCc1cccnc1)c1cc(C2CCCN(C(=O)c3ccc4c(c3)CCO4)C2)on1 (stereo not given)	.	-0.2	-1	13	6	-10	-21	-2	-2	.	0.4
O=C(NCC1CCCO1)C(c1cccnc1)N(C(=O)Cc1cccs1)c1ccccc1 (stereo not given)	2	-0.1	0	-95	-56	-18	-3	-6	-71	-55	-0.2
Cc1ccc(C2C(C#N)=C(N)Oc3nc(-c4ccccc4)[nH]c32)o1 (stereo not given)	1	-0.1	9	31	12	-15	7	-7	-10	2	-2.0
O=C(CN(c1ccccn1)S(=O)(=O)c1ccc(F)cc1)Nc1ccccc1	0	-0.1	-12	23	3	-14	5	-5	-6	14	1.4
COc1ccccc1NS(=O)(=O)c1ccc(C(=O)N2CC(C)OC(C)C2)cc1 (stereo not given)	4	-0.1	-1	7	14	-12	-18	-4	4	10	-0.1
CCOC(=O)CC(NC(=O)c1cc2ccccc2oc1=O)c1cccc([N+](=O)[O-])c1 (stereo not given)	1	0.0	-4	18	11	-3	22	-16	-2	3	0.6
CCN1C(=O)[C@H]2[C@@H](c3ccc(-c4cc(C(C)=O)cs4)cc3)N[C@@](Cc3ccccc3)(C(=O)OC)[C@H]2C1=O	.	0.1	-21	5	0	9	-4	5	-7	4	0.0
O=C1Cc2ccccc2C(=O)N1CCc1ccccc1	1	0.2	-16	-63	-35	18	-5	12	-12	-7	-1.0
Cc1cccc(C)c1NC(=O)COC(=O)c1ccc2[nH]c3c(c2c1)CCCC3	3	-0.2	4	-7	7	-19	4	-8	11	-15	-0.1
CCCn1cc(SCC(=O)Nc2nnc(C)s2)c2ccccc21	4	0.1	4	4	13	0	0	8	3	-1	-0.8
O=C(c1cccc2ccccc12)C1CCCN(C(=O)CCN2CCCO2)C1 (stereo not given)	0	0.1	-16	4	-2	5	-8	-2	26	14	0.2
C[C@@H]1CC=C[C@H]2[C@H]1C(=O)N(Cc1ccccc1)[C@H]2c1ccoc1	3	-0.1	-37	19	-48	22	28	-5	-5	-10	1.0
Cc1ccc(CNC(=O)c2oc3ccc(S(=O)(=O)N4CCOCC4)cc3c2C)cc1	0	-0.4	17	24	46	15	5	-3	28	1	0.6
C=CCNc1nc(-c2c(C)nc3sccn23)cs1	-3	0.5	-10	-72	-35	-21	-7	-11	15	-21	0.2
Cc1cccc(C)c1NC(=O)C1(NC(=O)C2CCCN2C(=O)OC(C)(C)C)CCCCC1 (stereo not given)	0	0.1	3	3	13	-3	2	6	11	7	-2.7
CC(C(=O)N1CCCCC1)N(C)CC(=O)Nc1ccc(F)c(F)c1F (stereo not given)	.	0.0	15	2	-4	2	-10	7	-11	.	2.6
O=C(c1cc2ccccc2oc1=O)N(Cc1ccco1)C1CCS(=O)(=O)C1 (stereo not given)	4	-0.1	-83	-200	-273	-5	-8	4	-120	-72	1.2
O=C(CSc1ccc(Cl)cc1)Nc1ccc(C2SCCS2)cc1	3	0.0	-5	-40	-44	-37	3	-13	4	-12	-0.6
Cn1c(CO)cnc1S(=O)(=O)Cc1ccc(Cl)cc1	0	-0.2	-25	6	6	-3	-5	14	6	-2	0.4
CC(=O)c1ccc(N2CCN(C(=O)CNS(=O)(=O)c3ccc4c(c3)OCCCO4)CC2)c(F)c1	.	0.0	-11	12	1	3	1	6	0	7	-0.5
Cc1ccc(NC(=S)N2CCC(NC(=O)c3ccco3)CC2)cc1C	7	0.0	-6	5	-6	22	-8	5	29	12	0.6
COc1c(N2CCN(C(=S)Nc3ccc(F)cc3)C(C)C2)c(F)cc2c(=O)c(C(=O)O)cn(C3CC3)c12 (stereo not given)	4	0.1	-6	6	14	-19	-10	-5	27	9	3.8
CC12CC3CC(C)(C1)CC(C(=O)Nc1nncs1)(C3)C2	5	0.0	21	18	11	-5	27	-5	7	12	-0.2
CC(/C=N/NC(=O)c1nnn(-c2nonc2N)c1CN(C)C)=C\c1ccco1	-1	0.1	10	7	17	3	14	-16	-7	11	-0.2

An excerpt from above in order of length of the SMILES, smallest number first.
SMILES	NR2E3 ag-1	aDG glyco up	NR2E3 ag-2	HIF-2a inh	Peg3 prom inh	TWEAK-Fn14 inh	CF NFkB block	KKLEB cytotox	Shn3 3UTR inh	TRPM1 prom inh	iPSC survival up
C=CCNc1nc(-c2c(C)nc3sccn23)cs1	-3	0.5	-10	-72	-35	-21	-7	-11	15	-21	0.2
O=C(CSc1ccc(Cl)cc1)Nc1ccc(C2SCCS2)cc1	3	0.0	-5	-40	-44	-37	3	-13	4	-12	-0.6
CC12CC3CC(C)(C1)CC(C(=O)Nc1nncs1)(C3)C2	5	0.0	21	18	11	-5	27	-5	7	12	-0.2

Next part:
SMILES	NR2E3 ag-1	aDG glyco up	NR2E3 ag-2	HIF-2a inh	Peg3 prom inh	TWEAK-Fn14 inh	CF NFkB block	KKLEB cytotox	Shn3 3UTR inh	TRPM1 prom inh	iPSC survival up
Cc1ccc(CNC(=O)c2ccc(N3CCc4ccccc43)c([N+](=O)[O-])c2)cc1	5	-0.3	-10	-43	-33	-9	-17	-2	33	-3	2.4
CCOC(=O)C(C)On1c(-c2ccc(Cl)cc2)nc2ccc([N+](=O)[O-])cc21 (stereo not given)	3	1.8	-128	-390	-237	16	-51	6	21	-57	9.0
CN(CC(=O)NC(=O)NCc1ccccc1)Cc1ccc(Cl)c(Cl)c1	-5	0.0	-10	26	18	-6	8	-7	4	5	-1.5
COc1cccc(OC)c1-c1nn2c(-c3ccccc3Cl)nnc2s1	-4	0.5	-10	-55	-29	-3	-8	-10	-13	-6	-1.8
CC(C)NC(=O)c1csc([C@@H]2O[C@H](CO)[C@H](O)[C@H](O)[C@H]2O)n1	.	-0.5	-10	8	6	2	3	10	-18	.	-0.9
CC1(C)SC(=S)N(/N=C/c2ccccc2O)C1N(O)C(=O)Nc1ccccc1 (stereo not given)	-1	0.0	-6	12	17	-21	10	12	4	6	0.2
CCOC(=O)Cc1nnc(NC(=O)CC)s1	-1	-0.4	-8	7	9	-10	6	8	-7	14	4.3
O=C1OCC=C1NNC(=O)c1cccnc1	4	-0.1	-47	-2	12	16	14	-13	-22	0	-1.0
Cc1ccc(NC(=O)C2CCC(CNc3c(N4CCC(C)CC4)c(=O)c3=O)CC2)cc1F (stereo not given)	-3	-0.2	7	15	26	-11	-5	17	9	-5	0.7
CCc1nc(SCC(=O)c2ccccc2)c2c(=O)n(C)c(=O)n(C)c2n1	0	0.0	-22	7	14	29	-11	0	11	9	-0.4
NC(=O)c1ccc(-n2nnnc2SCC(=O)c2ccc(O)c(O)c2)cc1	2	-0.2	-3	7	-10	-13	-14	-5	2	5	-0.5
CSc1nc2ncc3c(n2n1)CC(C)(C)CC3=O	-3	0.0	-7	14	4	2	11	-6	1	-9	0.8
CCOc1ccc(CCNC(=O)CN2C(=O)NC3(CCc4ccccc43)C2=O)cc1OCC (stereo not given)	-4	0.3	3	8	2	8	-8	-3	12	-1	0.2
O=C(OCc1cn([C@H]2CN(CC3CCCCC3)[C@@H](c3ccc(Cl)cc3)C[C@@H]2O)nn1)c1ccccc1	.	1.1	2	-6	48	16	34	-30	30	.	-2.0
COc1ccccc1NC(=O)c1ccc(NC(=O)COC(=O)c2cncc(Br)c2)cc1	.	-0.1	2	-6	-12	1	-4	1	-12	-5	-0.4
CCOC(=O)c1c(C)[nH]c(N=Nc2cc(C(=O)O)cc(C(=O)O)c2)c1C	-5	-0.3	-6	-5	16	15	7	10	-25	1	-0.5
CCc1c(C)nc(N2CCN(c3ccc(OC)cc3)CC2)[nH]c1=O	2	0.1	2	10	-14	2	2	-7	1	14	2.5
Cc1ccc2c(c1)-c1cc(C)nn1C(c1ccc3c(c1)OCO3)N2 (stereo not given)	0	0.0	-20	-110	-67	13	2	0	-18	-22	-2.4
Cc1ccc(S(=O)(=O)NCC(=O)NCC(=O)NC(C)c2ccccc2Br)cc1C (stereo not given)	4	0.0	1	14	17	18	-4	0	12	14	-0.3
Cc1ccc(C(C(=O)NC(C)(C)C)N(Cc2cccs2)C(=O)c2ccc3c(c2)OCCO3)cc1 (stereo not given)	2	1.2	-12	15	28	24	15	8	6	8	-1.3
